Source: PubChem
OX1R antag – human HCRTR1 antagonism; O43613; CHO/OX1R cells, Fluo-8 calcium fluorescence, orexin A; inhibition, % at 5 µM; 330,000 tested, 0.43% active; AID 434989;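 active = inhibition above its plate's threshold, mean inhibition of all tested compounds on the plate plus 3 SD, cut at about 37% in these data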;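 also: 0% = orexin A challenge wells and 100% = SB-334867-A antagonist wells; not every result past the cut was called active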
Target sequence (O43613 whole entry, looked up): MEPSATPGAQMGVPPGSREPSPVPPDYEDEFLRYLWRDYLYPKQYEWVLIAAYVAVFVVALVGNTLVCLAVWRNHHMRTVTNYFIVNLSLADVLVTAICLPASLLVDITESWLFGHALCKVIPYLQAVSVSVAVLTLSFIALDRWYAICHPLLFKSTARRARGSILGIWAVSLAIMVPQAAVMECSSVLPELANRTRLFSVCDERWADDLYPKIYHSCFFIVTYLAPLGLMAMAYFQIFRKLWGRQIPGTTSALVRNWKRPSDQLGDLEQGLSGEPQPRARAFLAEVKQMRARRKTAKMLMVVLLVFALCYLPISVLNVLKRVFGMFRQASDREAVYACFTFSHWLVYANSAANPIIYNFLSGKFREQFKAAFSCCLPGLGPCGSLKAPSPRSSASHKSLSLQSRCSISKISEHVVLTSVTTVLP
CHT PAM – human CHT allosteric activation; B-score at 10 µM; CHT-expressing cells, membrane potential dye, choline EC20; active compounds read high; LV-AA mutant CHT in HEK293 cells; Q9GZV3; 310,000 tested, 0.49% active;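 active = initial fluorescence not abnormally high and integrated response B-score, plate-corrected, over 3 SD above library mean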
Target sequence (Q9GZV3 whole entry, looked up): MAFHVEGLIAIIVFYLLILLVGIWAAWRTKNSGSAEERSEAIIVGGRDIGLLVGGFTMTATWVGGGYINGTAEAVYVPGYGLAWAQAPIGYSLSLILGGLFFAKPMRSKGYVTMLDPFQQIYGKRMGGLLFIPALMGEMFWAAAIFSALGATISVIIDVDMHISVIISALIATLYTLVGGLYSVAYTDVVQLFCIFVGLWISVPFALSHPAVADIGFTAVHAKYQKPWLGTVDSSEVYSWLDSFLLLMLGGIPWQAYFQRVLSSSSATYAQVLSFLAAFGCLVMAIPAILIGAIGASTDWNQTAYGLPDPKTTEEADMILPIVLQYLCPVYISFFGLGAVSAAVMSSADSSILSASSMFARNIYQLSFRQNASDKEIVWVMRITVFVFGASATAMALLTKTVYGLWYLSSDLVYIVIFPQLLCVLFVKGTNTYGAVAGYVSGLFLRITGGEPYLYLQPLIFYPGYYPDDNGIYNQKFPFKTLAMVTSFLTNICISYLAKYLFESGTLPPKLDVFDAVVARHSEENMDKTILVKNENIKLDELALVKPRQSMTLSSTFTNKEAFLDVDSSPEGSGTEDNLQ
Starred values were filed as active, the others as inactive; i = inactive; . = not tested or not shown. An unsorted share of the library; any-hit rate near 0.83%.

smiles	OX1R antag	CHT PAM
C#CCOCCOCCOCCNc1nc(N2CCOCC2)nc(N2CCN(C(=O)[C@H](C)n3cc(CCCN=C(N)N)nn3)CC2)n1	-22.1	i
O=C(CCNS(=O)(=O)c1cccc2nsnc12)N1CCc2ccccc21	-20.4	i
O=C(CSc1nnc(Cc2ccccc2)n1-c1ccccc1)NNC(=O)Cc1ccccc1	-15.9	i
N#Cc1cc2c(nc1SCC(=O)Nc1sc3c(c1C#N)CCC3)CCCCC2	-29.1	i
CC(C)(O)c1[nH]c2ccc(C(F)(F)F)cc2c1C(C)(C)O	-1.2	i
Cc1cc(C)cc(N(CC(=O)NC2CCCC2)C(=O)CNC(=O)c2ccco2)c1	-28.0	i
O=C(/C=C/c1ccccc1)NC1CCCc2ccccc21 (stereo not given)	-18.1	i
O=S(=O)(c1ccc(F)cc1)N(CCO)CC(O)Cn1c2ccccc2c2ccccc21 (stereo not given)	25.2	i
CCOC(=O)Cc1cc(=O)[nH]c(/N=C(\N)Nc2ccc(C)cc2C)n1	-24.9	i
CCOc1ccc(C(=O)CC(Sc2ccc(C)cc2)C(=O)O)cc1 (stereo not given)	-21.9	i
COc1ccc(N2CCN(Cc3nc4c(c(=O)n(C)c(=O)n4C)n3Cc3cccc(C)c3)CC2)cc1	-18.9	i
Cc1ccccc1CSCCNC(=O)Nc1ccccc1	-11.9	i
COc1cccc(N2CCN(c3ncnc4c3[nH]c3ccc(F)cc34)CC2C)c1 (stereo not given)	98.6*	i
O=[N+]([O-])c1ccc2nc(C3CCCCC3)[nH]c2c1	-2.6	i
O=C(CCCl)Nc1nc2c(s1)CCc1ccccc1-2	-9.8	i
Cc1[nH]n(CCC#N)c(=O)c1CC(=O)N1CCN(c2ccccc2)CC1	0.7	i
CCc1cc(-c2ccc3c(c2)COc2c4ccccc4nn2-3)on1	-32.9	i
Cn1cc(Cl)c(-c2n[nH]c(=S)n2-c2ccc(F)cc2)n1	5.7	i
O=C(Cc1ccccc1)Nc1cccnc1	-17.0	i
O=C(CC1C(=O)NCCN1Cc1cccc(F)c1)NC1CCC1 (stereo not given)	-9.6	i
CCC(Sc1nncn1C)C(=O)Nc1cc(C)on1 (stereo not given)	-11.2	i
Nc1nncn1C(=O)CCCOc1ccc(Cl)cc1Cl	-12.2	i
CCCCCOC(=O)C1=C(C)NC(=O)NC1c1ccc(OC)cc1 (stereo not given)	-27.9	i
CCCCNC(=O)CSc1nnc(-c2c[nH]c3ccccc23)n1CC1CCCO1 (stereo not given)	-9.2	i
COc1ccccc1Oc1c(C)oc2c(CN3CCOCC3)c(O)ccc2c1=O	-8.2	i
COC1CCCN(C(=O)c2cccc(OC3CCN(S(=O)(=O)N(C)C)CC3)c2)C1 (stereo not given)	-23.7	i
Cc1cc2oc(=O)cc(CN3CCCCC3C)c2cc1C(C)C (stereo not given)	-27.7	i
O=C(NCc1ccco1)/C(=C\c1ccco1)NC(=O)c1cccs1	-3.0	i
O=C(Nc1cccc([N+](=O)[O-])c1)NC1CCS(=O)(=O)C1 (stereo not given)	6.1	i
CCOc1ccccc1NC(C)C(=O)Nc1cc(C(F)(F)F)ccc1N1CCOCC1 (stereo not given)	-40.9	i
O=C(Nc1cccc(C(F)(F)F)c1)C1(c2ccccc2)CC1	-14.4	i
COc1ccc(Br)c(OC)c1C(=O)NC(=O)Nc1c(F)cccc1F	-12.0	i
CCOC(=O)C1C(O)=CC(=O)CC1c1ccccc1 (stereo not given)	-27.2	i
O=S1(=O)[C@H]2C[C@@H]3C=C[C@@]2(CN1Cc1ccccc1F)O3	-7.7	i
O=C(Cn1cnc2ccccc2c1=O)NNC(=O)c1cccc([N+](=O)[O-])c1	7.1	.
COc1ccc(-c2c(C)oc3c(CN4CCOCC4)c(O)ccc3c2=O)cc1OC	-0.7	i
COc1ccc(NS(=O)(=O)c2cc(C(=O)Nc3ccccc3C(=O)O)ccc2C)cc1	7.7	i
CCn1c(CSc2nc3ccccc3[nH]2)nc2cc(C(=O)O)ccc21	-3.7	i
O=C(N/N=C/C=C/c1ccccc1)c1ccccn1	5.7	i
COc1cc(CNc2ncc(-c3ccc(Cl)cc3)n2C)cc(OC)c1OC	-21.1	i
O=c1[nH]c2ccccc2cc1-c1noc(-c2cccnc2)n1	-20.7	i
Cc1ccnc(NC(=O)C2CCN(S(=O)(=O)c3ccc(C)c(C)c3)CC2)c1	-21.6	i
COc1ccc(C2C(C(=O)NCC3CCCO3)CCC(=O)N2c2ccc3c(c2)OCO3)cc1 (stereo not given)	-17.9	i
COc1ccc(SC[C@H](CC(C)C)N2CCN(CCc3ccccc3)CCC2=O)cc1	-29.2	i
COc1ccc(/C=N/NC(=O)c2nn(-c3ccccc3)c(=O)c3c(N)scc23)cc1	0.4	i
Cc1nc2ccccc2n(CC(=O)Nc2cc(Cl)cc(Cl)c2)c1=O	-35.6	i
O=c1c2ccccc2c(-c2ccccc2)nn1-c1ccc(Cl)c(Cl)c1	-15.1	i
Cc1ccc2nc(NC(=O)CN3C(=O)NC4(CCCC4)C3=O)sc2c1	-23.3	i
O=C(c1cccc(F)c1)N1CCCc2ccccc21	-1.3	i
NS(=O)(=O)c1ccc(CCNC(c2ccccc2)c2ccccc2)cc1	1.6	i
COc1ccc(CNC(=O)CN2C(=O)NC3(CCCc4sccc43)C2=O)cc1OC (stereo not given)	-5.0	.
CCOC(=O)CSC1=C(C#N)C(c2ccccc2)C(C(C)=O)=C(C)N1 (stereo not given)	-5.2	i
CC(Oc1ccc(Br)cc1)C(=O)Nc1nc(-c2ccccn2)cs1 (stereo not given)	9.3	i
CCN(C(=O)CN1CCOCC1)C1(C)C(=O)c2ccccc2C1=O	-10.4	i
CCCC(=O)Nc1ccc2c(c1)nc1n2CCN(C2CCCCC2)C1	-1.3	i
CCOC(=O)c1c(/N=C/N(C)C)sc(C)c1C	-23.1	i
CSC1=NSC2=NC(=O)/C(=C\c3coc4ccccc4c3=O)C(=N)N12	15.2	i
CN(C)N=Nc1ccc(S(=O)(=O)NC(Cc2ccccc2)C(=O)O)cc1 (stereo not given)	-1.0	i
CCCC(=O)NC(C)c1nc2ccccc2n1C(C)C (stereo not given)	-10.7	i
CC1=C(C)CC(C(=O)N2CCN(Cc3ccc4c(c3)OCO4)CC2)C(C(=O)O)C1 (stereo not given)	1.6	i

New compounds follow:
smiles	OX1R antag	CHT PAM
CCOc1ccc(NC(=O)C2CCN(S(=O)(=O)c3c(C)n[nH]c3C)CC2)cc1	-18.8	i
Cc1cc2c(c(SCC(N)=O)n1)C(=O)OC2	-7.4	i
Cc1cc(C(=O)Nc2cc(C(C)(C)C)on2)c(C)o1	-7.2	i
CC[C@@]1(C(=O)OC)N[C@H](CN(C)S(=O)(=O)c2ccc(OC(F)(F)F)cc2)[C@@H]2C(=O)N(C)C(=O)[C@@H]21	-26.7	.
O=C(COC(=O)Cc1cccs1)Nc1ccc(OC(F)(F)F)cc1	-14.7	i
Cc1oc(-c2ccccc2)nc1Cn1cccc1C1=NC(c2ccccc2)CO1 (stereo not given)	-20.6	i
Cc1cc(-c2cccc([N+](=O)[O-])c2)nc2ccccc12	-7.7	i
CC(=O)COc1cc(C)cc2oc(=O)cc(-c3ccccc3)c12	-6.8	i
O=C(CSc1nc(-c2ccccc2)ns1)N1CCOCC1	3.8	i
CN1CCN(C(=O)c2ccc(C3SCC(=O)N3Cc3ccco3)cc2)CC1 (stereo not given)	-12.7	i
COc1cccc(-c2cc(C(F)(F)F)nc(N3CCC(C)CC3)n2)c1	-7.1	i
N#C/C(=C1\CCCN1)c1nc(-c2ccccc2)cs1	52.9*	i
Brc1ccc(C2C3=C(Nc4ncnn42)c2ccccc2OC3c2ccncc2)cc1 (stereo not given)	-29.5	i
CC1(C)C(C=C(Cl)Cl)C1C(=O)N(Cc1ccc(Cl)cc1)C1CCS(=O)(=O)C1 (stereo not given)	-16.7	i
Fc1ccccc1C1c2[nH]c3ccccc3c2CCN1Cc1ccoc1 (stereo not given)	-30.2	i
Cc1cc(C)c(C(=O)OCC(=O)NC(=O)c2ccccc2)c(C)c1	-30.0	i
CC(NC(=O)C1=CC=CN2CCS(=O)(=O)N=C12)c1ccc(Cl)c(Cl)c1 (stereo not given)	-4.7	.
COc1cccc(-n2c(C)n[nH]c2=O)c1	-5.4	i
Cc1ccnc(NS(=O)(=O)c2ccc(NC(=O)CSc3nc(-c4ccccc4)cc(=O)[nH]3)cc2)n1	-25.7	i
COc1ccc(CCNS(=O)(=O)c2cc(C(=O)O)c(Cl)cc2Cl)cc1	-8.6	i
CC(c1ccon1)N(C)C(=O)CCc1nnc(Cc2ccc(-c3ccccc3)cc2)o1 (stereo not given)	-15.2	i
COc1ccc(NC(=O)CCC(=O)c2ccc(-c3ccccc3)cc2)cc1	-25.9	i
COCCn1nnnc1CN(CCc1ccc(OC)c(OC)c1)Cc1cc2ccc(C)cc2[nH]c1=O	-22.9	i
Cc1ccc(NC(=O)NNC(=O)COc2ccc3ccccc3c2)cc1	-7.9	i
CCOc1cccc(C(=O)Nc2ccccc2C(=O)N2CCOCC2)c1	-10.0	i
Cc1oc(C(=O)O)cc1COc1ccc2c3c(c(=O)oc2c1C)CCC3	-12.2	i
Cc1ccc(S(=O)(=O)Oc2ccc(/C=C(/NC(=O)c3ccccc3)C(=O)Nc3ccccc3)cc2)cc1	29.2	i
CCOC(=O)c1sc2nc(SCC#N)n(CCCN3CCCC3=O)c(=O)c2c1C	6.0	i
CCOC(=O)c1sc(=NC(=O)c2ccc(S(=O)(=O)N(C)c3ccccc3)cc2)n(C)c1C	-14.8	i
O=c1[nH]c(C2CCN(S(=O)(=O)c3ccccc3F)CC2)nc2c1nnn2Cc1ccc(OC(F)(F)F)cc1	-6.3	i

Two entries from above, with each value named.
COCCn1nnnc1CN(CCc1ccc(OC)c(OC)c1)Cc1cc2ccc(C)cc2[nH]c1=O
- OX1R antag: -22.9
- CHT PAM: i
Cc1ccc(NC(=O)NNC(=O)COc2ccc3ccccc3c2)cc1
- OX1R antag: -7.9
- CHT PAM: i

7 structures from above, ordered by SMILES length, ascending:
smiles	OX1R antag	CHT PAM
CCOC(=O)C1C(O)=CC(=O)CC1c1ccccc1 (stereo not given)	-27.2	i
O=C(CSc1nc(-c2ccccc2)ns1)N1CCOCC1	3.8	i
O=C(Nc1cccc([N+](=O)[O-])c1)NC1CCS(=O)(=O)C1 (stereo not given)	6.1	i
N#Cc1cc2c(nc1SCC(=O)Nc1sc3c(c1C#N)CCC3)CCCCC2	-29.1	i
COc1ccc(CCNS(=O)(=O)c2cc(C(=O)O)c(Cl)cc2Cl)cc1	-8.6	i
Brc1ccc(C2C3=C(Nc4ncnn42)c2ccccc2OC3c2ccncc2)cc1 (stereo not given)	-29.5	i
CC(NC(=O)C1=CC=CN2CCS(=O)(=O)N=C12)c1ccc(Cl)c(Cl)c1 (stereo not given)	-4.7	.

The results go on.
Second line of a record: OX1R antag, CHT PAM
O=C(CSc1nc2ccccc2[nH]1)Nc1ccc(N2CCOCC2)cc1
 : -15.1, i
COC(=O)NNC(=O)CCCOc1ccc(Cl)cc1Cl
 : -17.8, i
Cc1ccc(N2CC(C(=O)Nc3ccc(S(=O)(=O)N4CCCC4)cc3)CC2=O)cc1 (stereo not given)
 : -22.0, i
Cc1cccc(N2CC(C(=O)Nc3ccc4c(c3)OCCO4)CC2=O)c1C (stereo not given)
 : 8.0, i
CC(C)(C)C(=O)N1CCN(c2nc3ccccc3s2)CC1
 : -15.4, i
CC1CN(C(=O)/C=C/c2ccccc2Cl)CC(C)O1 (stereo not given)
 : 2.5, i
COC(C(=O)Nc1ccc(F)cc1)c1ccccc1 (stereo not given)
 : -16.8, i
Cc1cccc(Cn2c(C)nc3ccc([N+](=O)[O-])cc3c2=O)c1
 : -22.4, i
Cc1coc2cc3oc(=O)c(CCC(=O)NCCCn4ccnc4)c(C)c3cc12
 : -5.7, i
COc1cccc(CN2CCN(Cc3ccc4c(c3)OCCO4)CC2CCO)c1 (stereo not given)
 : -28.2, i
O=C(O)C1CCCCC1C(=O)Nc1cccc(Cl)c1Cl (stereo not given)
 : -27.6, i
O=c1sc2ccccc2c(=O)n1Cc1ccccc1F
 : -8.3, i
CCCCn1cnc2c1c(=O)n(C)c(=O)n2C
 : -4.1, i
Cc1ccc(S(=O)(=O)N2CCCC(c3nc(-c4ccc(C)o4)no3)C2)cc1 (stereo not given)
 : -16.6, i
CCCOc1ccc(NC(=O)CCC(=O)NC(C)c2ccccc2)cc1 (stereo not given)
 : -18.2, i
Cc1cc(NC(=O)NN2CCOCC2)nn1-c1c(Cl)cc(Cl)cc1Cl
 : -25.4, i
COC(=O)N1[C@H](C)C=C[C@]1(Cc1ccccc1)C(=O)OC
 : -7.2, i
CC1(C)C(=O)Nc2ccccc2N1C(=O)CN1C(=O)NC(CCc2ccccc2)C1=O (stereo not given)
 : -26.3, i
Cc1ccc(CN(Cc2cc3cc(C)ccc3[nH]c2=O)C(=O)N2CCOCC2)cc1
 : -38.9, i
CC(C)CCOc1ccccc1C(N)=O
 : -3.0, i
Cc1ccc(NC(=O)c2scc3c2CCCC3)cc1
 : -25.6, i
COc1ccccc1NC(=O)CN1CCN(CC(=O)Nc2ccc(C)c(F)c2)CC1
 : -27.8, i
